Screening results: PubChem, several laboratories
DUSP3 inh = inhibitors of human VHR1 phosphatase (DUSP3); P51452; inhibition, % at 13.3 µM; 290,000 tested, 0.52% active; recombinant VHR phosphatase, pNPP absorbance; in the data active = inhibition above about 50%; note: some compounds called inactive have numbers as strong as hits
Target sequence (P51452 whole entry, looked up): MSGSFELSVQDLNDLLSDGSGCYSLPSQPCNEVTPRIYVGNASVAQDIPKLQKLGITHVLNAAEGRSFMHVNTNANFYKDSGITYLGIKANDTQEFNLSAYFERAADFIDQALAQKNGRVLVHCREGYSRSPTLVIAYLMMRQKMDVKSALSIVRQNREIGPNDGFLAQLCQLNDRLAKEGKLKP
Rv3671c inh = inhibits the M. tuberculosis serine protease Rv3671c. P9WHR9. 320,000 tested, 0.048% active. inhibition, % at 5.96 µM. AID 2606; in the data active = inhibition above about 38%;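 note: extracellular domain of Rv3671c used as enzyme; 0% = enzyme with DMSO and 100% = no enzyme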
SSB-PriA inh = inhibitors of Klebsiella pneumoniae PriA binding to SSB C-terminal tail; 430,000 tested, 0.6% active; AlphaScreen SSBct-PriA binding, biotinylated peptide; inhibition, % at 33 µM; AID 1272365; in the data active = inhibition mostly above about 37%, no sharp cut-off; inactive = mostly below about 20%;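 note: plate controls were negative control peptide for no effect and reference peptide for full effect; strong numbers were not always called active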
PfHsp40 yeast = rescue of PfHsp40-mediated yeast toxicity | S. cerevisiae expressing PfHsp40, growth rescue, ATP luminescence | growth rescue, % at 12.5 µM | 340,000 tested, 0.68% active; in the data active = growth rescue above about 28%, passing the limit was not always enough; inconclusive = no clear call, values can overlap the other calls;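 note: yeast W303a lacking pdr1 and pdr3 grown in galactose medium; growth measured after three days at 30 °C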
MazF activator = activators of E. coli MazEF toxin-antitoxin RNase. P0AE70. FAM/BHQ RNA-DNA oligo cleavage fluorescence, 5 h. activation, % at 20 µM. 350,000 tested, 0.32% active; in the data active = activation above about 50%
Yp Topo-I inh = blocks Yersinia pestis topoisomerase I activity; Y. pestis Topo-I cleavage product accumulation, plate reader; 360,000 tested, 0.064% active; activity, % at 10 µM; in the data active = activity above about 50%, passing the limit was not always enough; inconclusive = no clear call, values can overlap the other calls; note: inactives centre near 2
SARS 3CLpro inh = SARS-CoV 3CLpro protease inhibition; recombinant SARS-CoV 3CLpro, quenched FRET peptide cleavage; inhibition, % at 6 µM; 290,000 tested, 0.14% active; in the data active = inhibition above about 12%
Vc quorum ag = induces V. cholerae light production without autoinducers | V. cholerae BH1578 lux reporter, luminescence, 6 h | activation, % at 18.7 µM | 350,000 tested, 0.16% active; in the data active = activation mostly above about 9.7%, no sharp cut-off; inconclusive = no clear call, values can overlap the other calls; inactive = mostly below about 3.7%; note: not every result past the cut was called active; inactives centre near 0; reference of the scale not given here
Anthrax LF inh2 = anthrax lethal factor protease inhibition; 360,000 tested, 0.12% active; inhibition, % at 10 µM; multiplex microsphere protease cleavage assay, LF; P15917; AID 588501; in the data active = inhibition above about 30%; inconclusive = no clear call, values can overlap the other calls; note: plate controls were buffer without enzyme for full effect and enzyme alone for no effect
Target sequence (P15917 whole entry, looked up): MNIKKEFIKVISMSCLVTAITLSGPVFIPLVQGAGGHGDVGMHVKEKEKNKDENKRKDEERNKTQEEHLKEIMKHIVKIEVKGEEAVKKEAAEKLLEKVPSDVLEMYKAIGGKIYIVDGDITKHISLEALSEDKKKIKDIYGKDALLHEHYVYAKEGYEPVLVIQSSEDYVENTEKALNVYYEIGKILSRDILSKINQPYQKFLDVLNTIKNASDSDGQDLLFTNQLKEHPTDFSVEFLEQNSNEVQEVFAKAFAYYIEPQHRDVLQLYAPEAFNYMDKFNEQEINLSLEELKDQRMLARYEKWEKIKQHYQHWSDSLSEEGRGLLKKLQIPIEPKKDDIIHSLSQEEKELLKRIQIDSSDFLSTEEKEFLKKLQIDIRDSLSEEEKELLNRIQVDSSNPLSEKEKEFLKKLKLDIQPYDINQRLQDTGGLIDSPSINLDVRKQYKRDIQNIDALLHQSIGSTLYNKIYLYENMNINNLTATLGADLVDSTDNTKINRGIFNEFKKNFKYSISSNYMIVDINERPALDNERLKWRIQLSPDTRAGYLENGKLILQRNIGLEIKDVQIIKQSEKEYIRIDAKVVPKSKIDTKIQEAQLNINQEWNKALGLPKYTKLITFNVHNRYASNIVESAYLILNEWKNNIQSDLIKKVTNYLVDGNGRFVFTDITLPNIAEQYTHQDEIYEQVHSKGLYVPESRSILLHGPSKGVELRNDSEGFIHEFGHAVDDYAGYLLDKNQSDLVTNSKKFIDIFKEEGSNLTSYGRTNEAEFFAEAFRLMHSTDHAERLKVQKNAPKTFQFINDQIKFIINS
TcdB GH inh = inhibitors of Clostridioides difficile toxin B glycohydrolase; P18177; TcdB glycohydrolase enzymatic assay, plate reader; inhibition, % at 9.99 µM; 350,000 tested, 0.24% active; AID 652162; in the data active = inhibition above about 10%
Numbers without * were called inactive; i = inactive; u = inconclusive; x = not tested or not shown; & = joins results of further samples.

Preview:
Screens in order – DUSP3 inh	Rv3671c inh	SSB-PriA inh	PfHsp40 yeast	MazF activator	Yp Topo-I inh	SARS 3CLpro inh	Vc quorum ag	Anthrax LF inh2	TcdB GH inh
Cc1cccc(N=Cc2c(O)n(-c3ccccc3C)c(=O)[nH]c2=O)c1
→ 26	-4	-5	-1.1	6	-2	2	i	-2	0.9
CCOc1ccc(Nc2nnc(SCc3nc4ccccc4c(=O)[nH]3)s2)cc1
→ 38	0	-11	-0.3	-19	1	-1	i	-4	-0.5
CCCNC(=O)CN1C(=O)c2ccccc2Sc2ncccc21
→ 44	-10	-2	0.8	1	5	-1	-1.5	30*	-1.0
Cc1ccc2c(CC(=O)NCC(=O)Nc3c(C)cccc3C)coc2c1
→ x	-3	-6	-0.1	-4	5	x	i	-5	1.4
CC(C)(C)NC(=O)/C(=C\c1ccc(Br)cc1)NC(=O)c1cccs1
→ 6	1	-13	0.6	-2	4	4	5.0	-4	x
COc1ccc(NC(=S)NCc2cccnc2)cc1
→ 3	-8	-10	-1.1	-3	-1	1	1.5	-6	-1.7
CCOC(=O)C1=C(C)Nc2ccccc2N=C1NC(=O)C1CCN(C(=O)c2ccccc2C)CC1
→ x	1	-7	-0.9	-2	13	x	i	-6	0.6
O=C(O)C(=O)Nc1nc(-c2ccc3c(c2)OCCO3)cs1
→ 0	-1	1&4	0.9	10	-4	3	i	u	0.4
CCCc1nc2sc3c(=O)[nH]cnc3c2c2c1CCCC2
→ 36	-2	x	x	x	x	2	x	x	0.2
Cc1cc[n+](-c2[nH]c(=O)sc2/C=N/N=C(\[O-])c2ccncc2)cc1
→ 22	2	x	0.0	-6	-2	-3	6.7	-2	0.6
S=c1[nH]nc(-c2ccco2)n1-c1cccc2ccccc12
→ 6	0	-10	-0.6	5	3	0	x	0	x
COCCCNC(=O)Cn1nnc(-c2ccccc2NC(=O)c2ccccc2F)n1
→ 4	5	-13	0.0	0	1	3	i	0	1.1

All compounds of this part, repeating the preview:
Screens in order – DUSP3 inh	Rv3671c inh	SSB-PriA inh	PfHsp40 yeast	MazF activator	Yp Topo-I inh	SARS 3CLpro inh	Vc quorum ag	Anthrax LF inh2	TcdB GH inh
Cc1cccc(N=Cc2c(O)n(-c3ccccc3C)c(=O)[nH]c2=O)c1
→ 26	-4	-5	-1.1	6	-2	2	i	-2	0.9
CCOc1ccc(Nc2nnc(SCc3nc4ccccc4c(=O)[nH]3)s2)cc1
→ 38	0	-11	-0.3	-19	1	-1	i	-4	-0.5
CCCNC(=O)CN1C(=O)c2ccccc2Sc2ncccc21
→ 44	-10	-2	0.8	1	5	-1	-1.5	30*	-1.0
Cc1ccc2c(CC(=O)NCC(=O)Nc3c(C)cccc3C)coc2c1
→ x	-3	-6	-0.1	-4	5	x	i	-5	1.4
CC(C)(C)NC(=O)/C(=C\c1ccc(Br)cc1)NC(=O)c1cccs1
→ 6	1	-13	0.6	-2	4	4	5.0	-4	x
COc1ccc(NC(=S)NCc2cccnc2)cc1
→ 3	-8	-10	-1.1	-3	-1	1	1.5	-6	-1.7
CCOC(=O)C1=C(C)Nc2ccccc2N=C1NC(=O)C1CCN(C(=O)c2ccccc2C)CC1
→ x	1	-7	-0.9	-2	13	x	i	-6	0.6
O=C(O)C(=O)Nc1nc(-c2ccc3c(c2)OCCO3)cs1
→ 0	-1	1&4	0.9	10	-4	3	i	u	0.4
CCCc1nc2sc3c(=O)[nH]cnc3c2c2c1CCCC2
→ 36	-2	x	x	x	x	2	x	x	0.2
Cc1cc[n+](-c2[nH]c(=O)sc2/C=N/N=C(\[O-])c2ccncc2)cc1
→ 22	2	x	0.0	-6	-2	-3	6.7	-2	0.6
S=c1[nH]nc(-c2ccco2)n1-c1cccc2ccccc12
→ 6	0	-10	-0.6	5	3	0	x	0	x
COCCCNC(=O)Cn1nnc(-c2ccccc2NC(=O)c2ccccc2F)n1
→ 4	5	-13	0.0	0	1	3	i	0	1.1
Cc1cccc(NCCC#N)c1
→ 6	2	-14	-0.3	5	-6	-7	i	-3	x
N#CCC(CNc1ncc(C(F)(F)F)cc1Cl)OC(=O)c1cccc([N+](=O)[O-])c1 (stereo not given)
→ -12	3	10	0.7	-10	-5	2	i	-5	x
COc1ccccc1CNC(=O)CN1CCN(Cc2ccc(Cl)cc2)C1=O
→ x	-3	-17	-0.4	6	29	-1	-0.3	-12	1.9
Oc1ccc(CCc2n[nH]c(=S)n2-c2ccc(F)cc2)cc1
→ -2	4	-10	-1.8	8	-2	0	0.9	-1	9.3
N#Cc1cccc(NC(=O)c2ccc(S(=O)(=O)N3CCOCC3)cc2)c1
→ x	-5	7	-0.9	-2	0	x	-3.1	2	1.1
COc1cc(C2C(C#N)=C(N)Oc3n[nH]c(-c4cccnc4)c32)cc(Br)c1O (stereo not given)
→ 6	-42	-1	-0.5	24	-7	6	-0.5	-3	0.3
CN(C(=O)c1ccc(NC(=O)C2CCN(C(=O)OC(C)(C)C)CC2)cc1)C1CC1
→ x	2	-10	-2.4	0	5	x	i	4	0.1
COC(=O)c1ccc(NS(=O)(=O)c2cccc3cccnc23)cc1
→ -15	-6	-10&-7	-0.8	6	9	5	-3.0	0	x
CC[C@H](C)[C@H](NC(=O)CNC(=O)COc1cc2c(c3oc(=O)cc(C)c13)CCC(C)(C)O2)C(=O)O
→ 10	-3	-14	1.7	-2	-4	2	i	-7	-0.3
CCOc1cccc2cc(C(C)=O)oc12
→ 20	0	-7	0.0	4	7	3	-0.5	-2	-1.7
Clc1ccc(-c2nnc3n2CCCCS3)cc1
→ 7	3	-14	1.9	-6	-5	7	-0.3	0	x
COc1ccc(/C=N/NC(=O)Cn2ccnc2C)cc1OC
→ 12	-10	i	-0.2	11	-5	-2	i	-8	-0.5
CC(=O)NCCn1c(SCC#N)nc2ccccc2c1=O
→ 26	-12	-1	-1.3	5	5	3	-0.3	-2	x
COC(=O)Cn1ccnc1[N+](=O)[O-]
→ x	x	x	x	7	11	x	3.1	-6	0.4
CS(=O)(=O)N1CCN(C(=O)c2ccccc2F)CC1
→ 0	-9	2	-1.6	6	6	2	-0.5	7	x
O=C(Cn1nc(-c2ccccc2)c2ccccc2c1=O)Nc1cccnc1
→ 2	6	4	-1.8	1	7	9	-0.4	-5	x
Cc1ccc(OC(=O)c2cccc(S(=O)(=O)N3CCCC3)c2)c(-n2nc3ccccc3n2)c1
→ 3	-30	-6	-0.8	-4	26	4	-0.3	0	x
COc1cccc(Nc2c([N+](=O)[O-])cncc2[N+](=O)[O-])c1
→ -3	8	11	1.7	0	-4	1	i	-11	1.2
CN(C)CCOc1ccc(Cl)cc1C(C)(C)C
→ 18	-4	-4	1.4	1	-2	0	5.0	1	0.7
O=C(COc1ccccc1F)OCC(=O)N1CCc2ccccc21
→ x	x	-6	0.8	-11	5	x	i	x	1.1
CC1=C(CC(=O)O)c2cc(F)ccc2/C1=C\c1ccc(S(C)=O)cc1 (stereo not given)
→ 3	4	-13	-2.3	0	-4	x	-0.4	-9	0.0
COc1cc(CCC(=O)Nc2ccc(S(=O)(=O)NC3=NCCCCC3)cc2)cc(OC)c1OC
→ 4	0	4	-1.9	8	-1	2	-0.3	1	0.8
NS(=O)(=O)c1ccc(NC(=O)Cc2c(F)cccc2Cl)cc1
→ 17	-3	-4	-0.2	7	3	2	i	-2	0.7
COc1ccc(CC(=O)Nc2cc(S(=O)(=O)N3CCCCC3)ccc2N2CCN(C)CC2)cc1
→ 4	-3	-2	-0.6	-2	11	-6	-1.0	0	0.8
CCCCC(=O)Nc1nc(C)c(-c2csc(Nc3cc(OC)ccc3OC)n2)s1
→ 44	6	14	-1.2	-21	-26	5	3.8	-4	0.7
CCOC(=O)c1sc(NC(=O)C2CC(=O)N(c3ccc(OC)cc3)C2)nc1C (stereo not given)
→ 36	-3	-6	-0.1	15	-3	1	i	-1	-0.1
OCCCNc1nccc(-c2cc(Nc3cccc(Cl)c3)ncn2)n1
→ 11	-13	-13	3.6	11	-8	x	i	-6	1.3
CC(=O)NC(c1ccc(F)c(F)c1)c1nc(-c2cccc(C(=O)O)c2)cs1 (stereo not given)
→ x	x	x	x	x	9	x	-0.4	-2	-0.3
COCCCNc1nc2ccccc2[nH]c1=O
→ 7	-2	-11	-0.9	-5	-3	3	-0.3	-6	0.0
COC(=O)c1c(-c2cccc(OC)c2)csc1N
→ -10	-12	4	1.0	-6	2	0	0.4	2	2.3
C=Cc1ccc(COC(=O)c2cn(CC)c3nc(C)ccc3c2=O)cc1
→ -28	3	-10	1.0	8	21	4	1.6	9	-0.3
CCc1noc(C)c1C(=O)N1CCN(S(=O)(=O)c2cccs2)CC1
→ x	4	-9	-0.5	5	3	x	i	x	-0.6
CC1(C)CC(=O)C=C(c2cccnc2)C1
→ x	-5	1	-0.5	8	4	x	i	8	x
Cc1c2cnn(CC(=O)NCc3ccccn3)c(=O)c2c(C)n1Cc1ccc(Cl)cc1
→ -1	3	7	0.4	3	34	0	i	-2	-0.5
C#CCOCCOCCOCCNc1nc(N2CCN(C(=O)Cn3cc(CC(C)O)nn3)CC2)nc(N2CCN(C(=O)[C@H](CCCCN)n3cc(CC(C)O)nn3)CC2)n1 (stereo not given in full)
→ x	x	-9	-0.6	6	17	x	i	-7	1.5
O=C(Nc1nccs1)c1cc(S(=O)(=O)N2CCOCC2)c(Cl)cc1Cl
→ -2	-3	-1	0.0	-1	2	-3	0.9	-1	x
O=S1(=O)CCN2N=C(C34CC5CC(CC(C5)C3)C4)SC2=N1
→ 14	-1	-16	0.1	10	2	-1	-0.3	-1	0.7
COc1ccccc1OP(=O)(Nc1ccc(Br)cc1)Oc1ccccc1OC
→ -27	-17	-1	4.5	4	10	2	-0.5	-10	0.5
S=C(NCc1ccccc1)NNc1ccccc1
→ 30	-12	-3	5.6	6	6	1	-0.3	-1	x
COc1ccc(NC(=O)C(c2ccccn2)N(C(C)=O)c2ccc(C)cc2)cc1 (stereo not given)
→ 13	3	4	-1.0	2	-5	-1	-0.1	6	x
O=C(Nc1ccc(F)cc1)Nc1cc(S(=O)(=O)N2CCOCC2)ccc1N1CCCC1
→ -9	-5	18	0.6	7	10	8	-0.4	5	0.5
O=C(OCc1ccccc1)N1CCC2CC1c1c(-c3ccc(C(F)(F)F)cc3)cccc12 (stereo not given)
→ x	x	-4	-0.8	-16	11	x	i	-9	0.8
COc1ccc(C(c2nnnn2C(C)(C)C)N2CCN(C(=O)c3ccco3)CC2)cc1 (stereo not given)
→ -11	5	6	0.2	-1	1	3	-4.4	-6	0.7
COc1cc(CNCCN2CCOCC2)ccc1OCc1ccc(Cl)cc1Cl
→ 4	2	0	-0.3	10	-4	1	-0.3	-6	x
COc1ccc(C(=O)COC(=O)C(CCCCN2C(=O)C3C4C=CC(C4)C3C2=O)N2C(=O)C3C4C=CC(C4)C3C2=O)cc1 (stereo not given)
→ 36	-5	-3	0.6	-3	0	2	-6.2	-4	x
Nc1nc(-c2ccc(Br)cc2)c(S(=O)(=O)c2ccccc2)s1
→ -2	-13	7	-0.7	6	5	4	-0.2	-2	x
COC(=O)/C=c1/s/c(=C(\C#N)C(=O)NCc2ccco2)n(-c2ccc(C)cc2)c1=O
→ 16	-17	x	-0.7	65*	-14	-1	-0.6	-1	x
O=C(NCC1CCCO1)c1cc(-c2ccccc2F)no1 (stereo not given)
→ -16	1	-13	1.5	11	-3	-4	-0.2	0	-1.1

Some of the compounds tested; rates above refer to the full screens.
